# Screening data (PubChem)
# CHRM1 agonist: agonists of human M1 muscarinic receptor; P11229; CHO-K1 hM1, Fluo-8 calcium fluorescence, agonist mode; 0% DMSO, 100% acetylcholine EC100; activation, % at 3 µM; 360,000 compounds, 0.33% hits; AID 588814;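 active = activation above the run's mean compound activation plus 3 SD, cut at about 16% in these data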;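 note: peak over basal fluorescence ratio within a 140 s kinetic read after compound addition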
# Target sequence (P11229 whole entry, looked up): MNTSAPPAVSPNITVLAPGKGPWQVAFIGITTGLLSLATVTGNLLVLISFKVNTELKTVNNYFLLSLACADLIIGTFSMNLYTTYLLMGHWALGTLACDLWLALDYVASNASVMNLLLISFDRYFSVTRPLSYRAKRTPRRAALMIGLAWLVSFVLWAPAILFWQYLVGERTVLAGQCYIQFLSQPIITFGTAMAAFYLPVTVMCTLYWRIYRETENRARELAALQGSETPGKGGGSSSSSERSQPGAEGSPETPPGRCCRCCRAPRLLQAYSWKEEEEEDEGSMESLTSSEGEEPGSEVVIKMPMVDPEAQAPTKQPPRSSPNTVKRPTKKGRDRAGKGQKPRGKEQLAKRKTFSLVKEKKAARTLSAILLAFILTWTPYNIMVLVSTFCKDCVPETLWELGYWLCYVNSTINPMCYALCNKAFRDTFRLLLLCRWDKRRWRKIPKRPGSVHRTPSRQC
# CHO-K1 Ca PAM: M1 PAM counterscreen hit in parental CHO-K1 cells. activation, % at 3 µM. ATP EC20, Fluo-8 calcium fluorescence; 0% at ATP EC20, 100% at ATP max. AID 602247. 360,000 compounds, 0.02% hits;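 active = activation above the run cutoff, the mean activation of all test compounds plus 3 SD, cut at about 40% in these data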;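 note: peak over basal fluorescence ratio in a 140 s read after ATP addition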
# OXTR potentiator: potentiators of human oxytocin receptor; CHO-OTR cells, Fluo-8 calcium fluorescence, potentiator mode; 0% = oxytocin EC15, 100% = EC100; activation, % at 3 µM; 320,000 compounds, 0.061% hits;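 active = activation above that plate's cutoff, the mean activation of tested compounds plus 3 SD, cut at about 6.6% in these data, passing the limit was not always enough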;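 note: 100% uses oxytocin at 75 nM as the full agonist control; some results filed as inactive read as strong as hits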
# Target sequence (P30559 whole entry, looked up): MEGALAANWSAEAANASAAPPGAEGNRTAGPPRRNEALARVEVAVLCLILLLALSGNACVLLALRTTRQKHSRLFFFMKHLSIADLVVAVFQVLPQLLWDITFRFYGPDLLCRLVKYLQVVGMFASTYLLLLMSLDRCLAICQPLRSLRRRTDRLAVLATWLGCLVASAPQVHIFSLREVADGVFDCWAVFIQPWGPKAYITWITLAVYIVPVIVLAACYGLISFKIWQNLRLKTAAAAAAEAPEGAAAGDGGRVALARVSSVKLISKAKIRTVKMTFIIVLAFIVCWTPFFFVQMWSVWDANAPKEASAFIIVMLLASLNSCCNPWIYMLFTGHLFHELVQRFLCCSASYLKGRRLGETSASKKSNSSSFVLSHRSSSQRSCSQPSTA
#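 Dosing: Single dose, 3.0 µM nominal final compound concentration | Material: Human OTR in CHO cells | Technique: Kinetic Fluo-8 calcium fluorescence | Benchmarks: EC15 oxytocin alone as 0%, 75 nM oxytocin as 100% | Probe or stimulus: Oxytocin at about EC15, sub-maximal agonist stimulus | Incubation: Compound 6 min at room temperature before oxytocin, 100 s read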
# CHO-K1 Ca antag: M1 antagonist counterscreen hit in parental CHO-K1 cells. ATP-induced calcium, Fluo-8 fluorescence. inhibition, % at 3 µM. 360,000 compounds, 0.6% hits. AID 602250;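 active = inhibition above a per-plate cutoff, the plate's mean sample inhibition plus 3 SD, cut at about 24% in these data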;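 note: 0% = DMSO plus EC80 ATP and 100% = DMSO alone without ATP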
# CHO parental Ca: counter-screen: ATP calcium response change in parental CHO cells; parental CHO-K1, ATP-induced calcium, Fluo-8 fluorescence; inhibition, % at 5.6 µM; 330,000 compounds, 0.63% hits;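 active = inhibition above that plate's mean sample inhibition plus 3 SD, cut at about 26% in these data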;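 note: 0% = ATP-challenged DMSO wells and 100% = DMSO wells without ATP; some compounds past the cut are filed as inactive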
#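 Test system: untransfected parental CHO cell line; also added: ATP stimulus; dosing: 5.6 µM, single dose; signal: calcium-sensitive Fluo-8 fluorescence; measure: percent inhibition of ATP-evoked calcium rise, normalized to controls; benchmarks: low control ATP plus DMSO, high control DMSO only; replication: one well per compound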
# M1 ag parental: M1 agonist counterscreen hit in parental CHO-K1 cells. activation, % at 3 µM. AID 602248. Fluo-8 calcium fluorescence; scaled to maximal ATP response, vehicle zero. 360,000 compounds, 0.48% hits; in the data active = activation above about 15%;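 note: untransfected CHO-K1 host cells lacking M1 receptor as counterscreen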
# TAAR1 antag: antagonists of human TAAR1. Q96RJ0. CHO RD-HGA16 TAAR1, Fluo-8 calcium fluorescence, antagonist. inhibition, % at 3 µM. 360,000 compounds, 1.5% hits. AID 624466;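 active = inhibition above a per-plate cutoff, the mean inhibition of test compounds on that plate plus 3 SD, cut at about 49% in these data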;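 note: 0% = DMSO plus EC80 beta-PEA response and 100% = DMSO alone without agonist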
#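 test system = CHO RD-HGA16 cells bearing hTAAR1 | replication = singlicate | controls = DMSO-only wells and EC80 β-PEA-stimulated wells | reagent = EC80 β-phenethylamine stimulus | read-out basis = percent inhibition of PEA-evoked calcium signal, max/basal emission ratio | schedule = seeding 17-24 h prior, 75-min 37 °C, 30-min RT dye loading | signal = kinetic Fluo-8 calcium fluorescence measurement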
# TAAR1 ag: agonists of human TAAR1. CHO RD-HGA16 TAAR1, Fluo-8 calcium fluorescence; vehicle wells 0%, saturating PEA agonist 100%. activation, % at 3 µM. 360,000 compounds, 0.99% hits. AID 624467;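 active = activation above the mean activation of all test compounds in the run plus 3 SD, cut at about 38% in these data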
#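 Repeats: no replicates (n 1) | Material: CHO-derived RD-HGA16 cells with stable Gα16 and human TAAR1 | Technique: Kinetic Fluo-8 calcium fluorescence | Schedule: 17-24 h seeding, 75 min 37 °C dye, 30 min RT | Evaluation: % activation from peak over basal fluorescence ratio, DMSO-to-PEA scaled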
# M1 antag: blocks human M1 muscarinic receptor | P11229 | CHO-K1 hM1, Fluo-8 calcium fluorescence, ACh EC80 antagonist | inhibition, % at 3 µM | 360,000 compounds, 1.3% hits;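 active = percent inhibition above its own plate's cutoff, namely the mean of that plate's compound wells plus 3 SD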;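 note: peak over basal fluorescence ratio during 140 s after agonist addition; 0% = ACh EC80 plus DMSO and 100% = DMSO alone without agonist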
# Active calls of the source: *; . = no result given.
item	SMILES	CHRM1 agonist	CHO-K1 Ca PAM	OXTR potentiator	CHO-K1 Ca antag	CHO parental Ca
1	C=C(C)CSc1nnc2n(Cc3ccccc3)c(=O)c3c4c(sc3n12)CCC4	-4	14	.	-5	.
2	COc1ccc(CC(=O)Nc2cc(F)ccc2F)cc1S(=O)(=O)N1CCOCC1	-3	7	.	-10	.
3	COc1cc(CC(=O)NCc2cccs2)cc(OC)c1OC	1	15	-6	-17	-12
4	CCc1ccc(C(=O)OCC(=O)N(CC)c2c(N)n(Cc3ccccc3)c(=O)[nH]c2=O)cc1	-6	13	0	-8	-9
5	COc1ccc(OC(=O)c2ccc(Cl)cc2)c(C(C)=O)c1	-4	-3	-11	-5	1
6	Cc1cccc(N2CCN(C(=S)NCc3ccco3)CC2)c1C	-6	14	-17	-3	-4
7	CN(C)Cc1c(O)c(Cl)cc2c3c(c(=O)oc12)CCCC3	-3	-6	-13	11	-7
8	CCCn1nc2cc(C(=O)NCCc3ccc(C)cc3)ccc2c1OCC	-4	9	-6	-4	-25
9	N#CC1=C(N)Nc2nc3ccccc3n2C1c1ccc(F)cc1 (stereo not given)	-2	23	-6	-11	-8
10	CCOC(=O)c1ccc(NC(=O)c2nc[nH]c2C(=O)N[C@H](C)c2ccccc2)cc1	-1	-8	-12	-2	-18
11	CCN1CCSc2ccc(C(=O)NCc3ccccc3Br)cc21	-8	2	-8	17	-21
12	O=C(NNC(=O)C1CCN(Cc2ccccc2)CC1)c1cccs1	-6	4	-13	-5	2
13	N=c1c(C(=O)NCC2CCCO2)cc2c(=O)n3ccccc3nc2n1Cc1ccccc1 (stereo not given)	-6	0	0	12	-18
14	O=C(CSc1nnc(Nc2ccccc2)s1)NC1CCCC1	-3	12	-5	-10	-3
15	CC(CCc1ccccc1)NC(=O)CCCn1ncn2c(cc3occc32)c1=O (stereo not given)	-4	19	-4	-12	-22

item	M1 ag parental	TAAR1 antag	TAAR1 ag	M1 antag
1	0.5	-12	2	-14
2	2.0	-9	2	3
3	10	7	9	-54
4	1.2	-21	11	4
5	-0.1	-17	1	6
6	1.3	15	-3	8
7	-0.2	9	0	-9
8	-0.6	-10	6	11
9	0.9	-11	16	-1
10	-0.3	4	0	9
11	-0.1	2	-2	-4
12	0.3	20	0	-6
13	-1.2	-14	0	6
14	3.5	10	1	7
15	2.0	-8	-1	-20

# 5 structures out of the list, sorted by count of non-hydrogen atoms, smallest number first:
item	SMILES	CHRM1 agonist	CHO-K1 Ca PAM	OXTR potentiator	CHO-K1 Ca antag	CHO parental Ca
7	CN(C)Cc1c(O)c(Cl)cc2c3c(c(=O)oc12)CCCC3	-3	-6	-13	11	-7
3	COc1cc(CC(=O)NCc2cccs2)cc(OC)c1OC	1	15	-6	-17	-12
9	N#CC1=C(N)Nc2nc3ccccc3n2C1c1ccc(F)cc1 (stereo not given)	-2	23	-6	-11	-8
8	CCCn1nc2cc(C(=O)NCCc3ccc(C)cc3)ccc2c1OCC	-4	9	-6	-4	-25
10	CCOC(=O)c1ccc(NC(=O)c2nc[nH]c2C(=O)N[C@H](C)c2ccccc2)cc1	-1	-8	-12	-2	-18

item	M1 ag parental	TAAR1 antag	TAAR1 ag	M1 antag
7	-0.2	9	0	-9
3	10	7	9	-54
9	0.9	-11	16	-1
8	-0.6	-10	6	11
10	-0.3	4	0	9

# Remaining list, next part.
item	SMILES	CHRM1 agonist	CHO-K1 Ca PAM	OXTR potentiator	CHO-K1 Ca antag	CHO parental Ca
16	COC(=O)c1cc(OC)ccc1-c1ccc(OC)cc1	5	-3	2	4	-4
17	O=C(O)C1=C[C@H](c2ccc(Br)cc2)C[C@H](OCc2ccc(CO)cc2)O1	-4	26	-7	-15	-25
18	O=C(CSc1nc(-c2ccccc2)c(-c2ccccc2)[nH]1)NCCN1C(=O)CSC1=O	-2	14	-19	-5	-10
19	O=C1CSC(c2ccccc2)N1c1ccc([N+](=O)[O-])cc1 (stereo not given)	-8	11	0	-7	-15
20	Cc1cc(C)nc(SCC(=O)Nc2ncccn2)n1	.	.	-5	.	3
21	NC12NC(=O)C3(O)C4C5CC(C6C5C3C61)C42 (stereo not given)	-4	4	-6	-5	-3
22	O=C1C=C(c2ccccc2)C(c2ccccc2)C1 (stereo not given)	-3	5	.	-16	.
23	CCC(=O)NCc1c(Cl)cccc1-n1cccc1	-4	23	-4	-12	-4
24	CCC(=O)c1ccc(N2CCN(C(=O)c3ccccc3Br)CC2)c(F)c1	0	4	-8	0	3
25	COc1ccc(CCN=C(N)NS(=O)(=O)c2ccc(C)cc2)cc1OC	-5	9	-5	3	-4
26	CC(=O)c1c(O)cc(=O)n(-c2ccccc2)c1-c1cccc2ccccc12	-3	1	4	3	-17
27	O=C(Nc1cccc(Br)c1)c1ccc(CN2CCc3ccccc3C2)cc1	-8	-19	-5	12	-11
28	NC(=O)CC(NC(=O)Cc1ccc(Br)cc1)c1ccc(NCc2ccccn2)c([N+](=O)[O-])c1 (stereo not given)	-7	-24	1	16	-7
29	C/C(=N/OC(=O)c1ccccc1Br)c1ccc(C)cc1	-1	14	-10	-15	-18
30	Cc1cc(-n2[nH]c(C)c(C)c2=O)nc(-c2ccccc2O)n1	-2	-7	-20	14	-25

item	M1 ag parental	TAAR1 antag	TAAR1 ag	M1 antag
16	-0.7	-22	-3	7
17	1.3	5	2	-5
18	0.2	1	-1	5
19	0.5	6	-2	24
20	.	6	3	.
21	0.2	-15	3	-1
22	-0.3	-9	-2	-1
23	0.1	-11	1	-6
24	13	30	4	2
25	0.0	0	5	-5
26	0.2	-2	7	2
27	-0.1	8	2	-9
28	-0.2	-3	4	2
29	0.1	-7	-1	-13
30	2.2	21	25	-3

# Additional entries
item	SMILES	CHRM1 agonist	CHO-K1 Ca PAM	OXTR potentiator	CHO-K1 Ca antag	CHO parental Ca
31	COC(=O)CSc1nnc(CNC(=O)c2ccccc2OC)n1C	-4	19	-6	-10	-2
32	CCCC(c1nnnn1CCOC)N1CCN(Cc2ccccc2)CC1 (stereo not given)	5	-5	-4	19	-6
33	CC(=O)c1ccc(OCC(=O)NCCC2=CCCCC2)cc1	-6	-3	.	-2	.
34	CC(C)CNC(=O)c1cccc(Cn2cc(Cl)cn2)c1	-5	3	-10	-5	-7
35	Cc1cccc(CN2CCC(N3CC(C)OC(C)C3)CC2)c1 (stereo not given)	-9	9	-2	-7	-10
36	Cc1ccc(NC(=O)c2cccc(OCc3c(C)noc3C)c2)cc1	0	2	3	12	3
37	CCCc1cc(C(N)=O)c(NC(=O)c2cc(C)on2)s1	3	5	-4	-7	12
38	COc1cc(NC(=O)CSCc2cnn(-c3ccccc3)c2-n2cccc2)cc(OC)c1	-2	18	-12	-3	-25
39	CCc1nnc(SCC(=O)Nc2ccc(NC(C)=O)cc2)n1-n1cccc1	0	0	2	-5	-17
40	CCc1ccc(CN(C)Cc2nc(-c3cccc(Cl)c3)no2)nc1	-3	-6	-2	1	-29
41	CCOC(=O)N1CCN(C/C(C)=C/c2ccccc2)CC1	-1	14	0	-18	-4
42	CN1CCN(c2ccc(C(CC(N)=O)NC(=O)Cc3cccc4ccccc34)cc2[N+](=O)[O-])CC1 (stereo not given)	-6	-4	-4	-7	-3
43	O=S(=O)(c1ccccc1)N(Cc1ccccn1)Cc1ccccn1	-5	-5	-17	9	-11
44	O=C(Nc1ccccc1C(=O)N1CCCCC1)C1CCCCC1	-5	25	-2	-5	-8
45	COc1ccc(-c2csc(NC(=O)Nc3ccccc3)n2)cc1	6	-11	-15	4	10

item	M1 ag parental	TAAR1 antag	TAAR1 ag	M1 antag
31	0.5	19	1	-5
32	-0.4	-4	1	-27
33	0.6	-5	0	-19
34	0.5	-26	-3	3
35	0.2	-11	1	-12
36	-0.1	9	0	-15
37	0.2	.	.	0
38	2.3	32	7	0
39	0.1	-47	1	-27
40	0.6	-27	3	-3
41	0.5	3	9	-9
42	0.2	-6	3	-12
43	0.5	1	3	1
44	0.8	-1	7	-11
45	3.3	22	10	1

# Next records.
item	SMILES	CHRM1 agonist	CHO-K1 Ca PAM	OXTR potentiator	CHO-K1 Ca antag	CHO parental Ca
46	CC(=O)c1ccc(OCCCC(=O)N2CCN(S(=O)(=O)c3cc(C)ccc3C)CC2)cc1	0	-5	-8	-10	-10
47	O=[N+]([O-])c1ccc2c(c1)nc1n2CCN(c2ccccc2)C1	-4	14	-7	0	-7
48	N#CCCN=C(NS(=O)(=O)c1ccccc1)c1ccccc1	1	5	-9	-6	-5
49	COc1cccc(S(=O)(=O)N(C)C[C@H]2Oc3ncc(Br)cc3C(=O)N([C@H](C)CO)C[C@H]2C)c1	-5	18	.	-5	.
50	Cc1ccc(S(=O)(=O)CCC(=O)NCc2ccco2)cc1	-3	21	-5	-12	-17
51	Cc1cc(C)cc(NS(=O)(=O)c2ccc(F)cc2)c1	-2	16	-1	-8	-23
52	CC(C)n1nccc1NC(=O)COC(=O)c1ccc(NC(N)=O)cc1	2	7	2	-10	-7
53	N#CCOc1nc(N2CCOCC2)nc(N2CCOCC2)n1	-4	0	-15	11	-7
54	CC1CCN(C(=O)C(Cc2ccccc2)NS(=O)(=O)c2ccc3c(c2)oc(=O)n3C)CC1 (stereo not given)	-3	16	-6	-11	-20
55	Cc1ccc(-c2noc(CCC(=O)Nc3ccc(C)cn3)n2)cc1	-2	9	-8	-7	-17
56	CC(=O)N(CCC1(C(C)C)CCOC(C)(C)C1)C(C)c1cccs1 (stereo not given)	-4	-16	2	4	-6
57	COc1ccc(C(=O)c2cc([N+](=O)[O-])ccc2N2CCOCC2)cc1	-6	11	0	-5	-5

item	M1 ag parental	TAAR1 antag	TAAR1 ag	M1 antag
46	11	44	7	6
47	5.9	1	-1	-10
48	1.2	8	1	-23
49	0.3	-7	1	-12
50	0.1	-5	0	-15
51	-0.3	-18	0	-22
52	1.1	-22	1	-18
53	1.1	8	0	12
54	-0.3	19	1	-17
55	0.4	-17	14	1
56	0.1	10	1	3
57	-0.2	4	4	-5
